# Screening data (PubChem BioAssay)
# STK33 inh: inhibitors of purified STK33 kinase, primary screen, biochemical, ADP-Glo luminescence, homogeneous, cell-free; actives 0.073% (n = 320,000); inhibition, % at 10 µM; MBP phosphorylation;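 active means inhibition at or above 25%, using the most active replicate where run in duplicate; inactive means inhibition below 25%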
# Target sequence (Q9BYT3 whole entry, looked up): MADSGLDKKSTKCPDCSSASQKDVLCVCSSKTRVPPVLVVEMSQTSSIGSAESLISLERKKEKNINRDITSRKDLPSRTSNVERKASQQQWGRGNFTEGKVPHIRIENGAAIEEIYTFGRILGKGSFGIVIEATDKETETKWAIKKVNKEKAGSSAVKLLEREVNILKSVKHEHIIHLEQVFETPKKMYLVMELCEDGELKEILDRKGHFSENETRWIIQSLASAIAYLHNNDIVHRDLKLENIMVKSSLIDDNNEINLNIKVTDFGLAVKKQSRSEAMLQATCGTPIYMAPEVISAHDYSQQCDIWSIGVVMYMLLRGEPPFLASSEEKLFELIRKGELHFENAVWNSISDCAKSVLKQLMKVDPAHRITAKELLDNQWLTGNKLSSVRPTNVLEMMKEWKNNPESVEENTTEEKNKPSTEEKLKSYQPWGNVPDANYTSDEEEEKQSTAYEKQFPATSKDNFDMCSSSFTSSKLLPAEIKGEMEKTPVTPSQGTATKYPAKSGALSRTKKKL
# Kir21 block: inhibitors of mouse Kir2.1 inward-rectifier potassium channel; Inward rectifier potassium channel 2 (Mus musculus), P35561; B-score at 10 µM; HEK293-Kir2.1, FluxOR thallium flux fluorescence; stronger effect = lower value; actives 0.85% (n = 310,000);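 active means fluorescence ratio B-score at or below minus 3 SD of library scores, with starting-brightness B-score within 2 SD, cut at about -4.2 in these data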;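 further: channel flux triggered by added potassium and thallium sulfate stimulus; B-score of peak minus minimum fluorescence over baseline after thallium stimulus; more negative B-score means stronger Kir2.1 block with less thallium influx; some compounds called inactive have numbers as strong as hits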
# Target sequence (P35561 whole entry, looked up): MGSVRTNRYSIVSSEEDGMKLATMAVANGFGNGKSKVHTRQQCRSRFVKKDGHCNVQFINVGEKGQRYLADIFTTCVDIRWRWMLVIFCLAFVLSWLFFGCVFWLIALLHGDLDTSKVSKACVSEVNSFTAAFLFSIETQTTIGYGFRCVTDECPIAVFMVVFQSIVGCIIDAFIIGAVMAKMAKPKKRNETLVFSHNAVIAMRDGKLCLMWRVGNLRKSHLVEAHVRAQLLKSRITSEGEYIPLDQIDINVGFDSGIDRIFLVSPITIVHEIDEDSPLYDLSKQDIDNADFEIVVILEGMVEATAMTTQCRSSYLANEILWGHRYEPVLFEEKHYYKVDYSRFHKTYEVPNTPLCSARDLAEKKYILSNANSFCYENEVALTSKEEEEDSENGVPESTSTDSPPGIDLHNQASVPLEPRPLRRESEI
# Starred values were filed as active, the others as inactive; . = no result given.
SMILES | STK33 inh | Kir21 block
O=S(=O)(c1cc(Cl)ccc1Cl)N1CCN(Cc2ccc3c(c2)OCO3)CC1 | -39.7 | 0.27
O=S(=O)(Nc1ccc(S(=O)(=O)Nc2ncccn2)cc1)c1ccccc1 | -1.6 | 1.29
COc1ccccc1CCC(=O)OCC(=O)NCc1ccc(OC)c(OC)c1 | 1.2 | .
Cn1c(=O)c2c(nc(NCc3ccco3)n2CCc2ccccc2)n(C)c1=O | 1.2 | 1.06
CC(=O)Nc1ccc(S(=O)(=O)Nc2nccs2)cc1 | 2.1 | 1.11
COc1ccc(/C=N/NC(=O)c2ccc3nc[nH]c3c2)c(OC)c1 | 1.7 | 1.76
Fc1cccc(CN2CCN(C(=S)NCCc3ccccc3)CC2)c1 | 0.7 | -1.72
O=C(/C=C/c1ccc(Cl)c([N+](=O)[O-])c1)Nc1ccc(N2CCCC2)c(Cl)c1 | -0.8 | -0.96
O=C(NCc1cccs1)C(=O)c1c[nH]c2ccccc12 | 3.7 | 0.9
NC(=O)CSc1nc2ccccc2c(=O)n1-c1ccccc1 | -1.1 | -0.27
COc1cccc(OCC(=O)O/N=C(\N)c2ccc(OC)c(OC)c2)c1 | -2.3 | 0.18
N#CC1(Nc2ccccc2)C(=O)Nc2ccccc21 (stereo not given) | -0.9 | -0.65
C=CCNC(=S)NNC(=O)C(CCCC)CC(C)(C)O (stereo not given) | -2.2 | -1.56
Cc1c(CCOC(=O)c2ccccc2)sc[n+]1Cc1ccccc1 | -2.1 | 1.74
Cc1nc(N)[nH]c(=O)c1Oc1cccc(C(F)(F)F)c1 | -1.0 | 0.08
CCOc1ccc(N(CC(=O)Nc2ccc(Br)cc2)S(C)(=O)=O)cc1 | -1.6 | 1
COc1ccc(C(=O)N2CCOCC2)cc1S(=O)(=O)N1CCCc2ccccc21 | -2.9 | -0.18
COc1ccc2cc(C(c3nnnn3C(C)(C)C)N3CCc4ccccc4C3)c(=O)[nH]c2c1 (stereo not given) | 0.4 | .
Cc1ccc(N(Cc2ccccc2)C(=O)c2cccc(S(=O)(=O)N3CC(C)OC(C)C3)c2)cc1 (stereo not given) | -1.2 | -0.12
Cc1nc(C(=O)Nc2cccc(Cl)c2)nn1-c1cc(OC(C)C)c(Cl)cc1Cl | -1.8 | -0.5
CCC(=O)NCc1ccc(-c2nc3ncccc3o2)cc1 | -4.0 | 0.14
Cc1cccc(Cn2c(Sc3nc(C)cs3)nc3c2c(=O)[nH]c(=O)n3C)c1 | -0.9 | 1.08
COc1ccc2c(c1)c(=O)oc1cc(OCC(=O)N3CCc4ccccc4C3)ccc12 | -0.8 | 1.23
C[C@@H](C(=O)Nc1ccc(OC(F)F)c(Cl)c1)N1C(=O)C2CC=CCC2C1=O (stereo not given in full) | -1.1 | .
COc1ccc(Br)cc1/C=N/NC(=O)CNC(=O)c1cccnc1 | -1.5 | 1.17
O=P(O)(O)c1ccccc1OCCCCCOc1ccccc1P(=O)(O)O | -0.9 | -0.42
CCCC(=O)Nc1nn(CC)c2nc3ccc(C)cc3cc12 | -0.1 | 0.85
COC(=O)C1=C(C)NC(C)=C(C(=O)OC)C1C(=O)OCc1nc2cc(C(=O)OC)ccc2c(=O)[nH]1 | 0.0 | 2.6
O=C(Nc1nc(-c2cc(Cl)sc2Cl)cs1)c1cccs1 | -0.5 | 0.94
Nc1ccccc1C(=O)NNc1c2ccccc2nc2ccccc12 | -5.1 | 0.38

# Complete entries from above. Order of values: STK33 inh | Kir21 block
# `COc1ccc2c(c1)c(=O)oc1cc(OCC(=O)N3CCc4ccccc4C3)ccc12` across the screens: -0.8 | 1.23
# `O=C(Nc1nc(-c2cc(Cl)sc2Cl)cs1)c1cccs1` across the screens: -0.5 | 0.94
# `Nc1ccccc1C(=O)NNc1c2ccccc2nc2ccccc12` across the screens: -5.1 | 0.38
# `CCCC(=O)Nc1nn(CC)c2nc3ccc(C)cc3cc12` across the screens: -0.1 | 0.85
# `C[C@@H](C(=O)Nc1ccc(OC(F)F)c(Cl)c1)N1C(=O)C2CC=CCC2C1=O` (stereo not given in full) across the screens: -1.1 | .

# (more compounds)
SMILES | STK33 inh | Kir21 block
Cc1cccc2cc(COC(=O)c3ccccn3)c(=O)[nH]c12 | -0.6 | -1.43
COc1ccc(/C=c2\s/c(=C(/C#N)C(=O)NCc3ccco3)n(-c3ccccc3)c2=O)cc1 | -0.1 | 0.85
COc1ccc(-c2ccc(SCC(=O)NCC3CCCO3)nn2)cc1OC (stereo not given) | -1.4 | 1.12
FC(F)(F)c1nnc2sc(-c3ccncc3)nn12 | 1.3 | 0.14
Cc1nc2c(Br)cc(Br)cc2cc1O | -0.1 | -0.69
C=CCC(C(=O)c1ccccc1)[N+](C)(C)CC=C (stereo not given) | -0.9 | -0.22
CCOC(=O)N1CCN(C(=O)CN(C)S(=O)(=O)c2ccc(F)cc2)CC1 | -1.9 | 1.06
COc1ccc2cc(C(=O)N/N=C/c3sc4ccccc4c3O)ccc2c1 | -1.0 | -7.21
CCOCCCN(Cc1ccco1)C(=O)c1cc2c(=O)[nH]c3ccc(C)cc3c2s1 | 1.8 | 1.87
COc1ccccc1NC(=O)c1ccc(N)cc1 | 0.2 | 1.1
Cc1c(N=Cc2cccnc2)c(=O)n(-c2ccccc2)n1C | 0.3 | -0.14
O=S1(=O)CC/C(=N\O)c2ccccc21 | -1.7 | -2.03
O=C(O)C1CC=CCC1C(=O)Nc1ccc(S(=O)(=O)N2CCCc3ccccc32)cc1 (stereo not given) | -2.5 | 0.11
Fc1ccc(Nc2nc(N/N=C/c3ccco3)nc(N3CCCCC3)n2)cc1 | -0.5 | 0.58
COc1cc(OC)c(C2NC(=O)CCC2[N+](=O)[O-])cc1OC (stereo not given) | -1.4 | -1.15
CCOC(=O)c1cc2sccc2n1CC(=O)Nc1ccc(OC)cc1 | 0.1 | 0.03
C/C(=N/NC(=O)c1ccccn1)c1c[nH]c2ccccc12 | -1.5 | -0.16
COc1ccc(-c2cc(C(F)(F)F)c(C#N)c(=O)[nH]2)cc1 | 1.1 | 1.21
CCOc1ccc(CNC(=S)N/N=C\c2ccc([N+](=O)[O-])cc2)cc1 | -0.7 | 0.8
O=C(COc1cc(F)ccc1[N+](=O)[O-])NCCN1C(=O)CSC1=O | 0.9 | .
COc1ccc(S(=O)(=O)NCCc2nnc3ccc(SCC(=O)Nc4cc(C)on4)nn23)cc1 | 0.3 | -0.19
COc1cccc(C2CC(c3cccs3)=NN2C(=O)CCC(=O)O)c1OC (stereo not given) | -2.1 | -1.28
C/C(CC(=O)Nc1cccc(F)c1)=N\NC(=O)C(=O)NC1CCCCC1 | -1.1 | 0.21
COc1cnn(C(C)(C)C)c(=O)c1Cl | -2.1 | 0.46
C[C@H](CO)N1C[C@H](C)[C@@H](CN(C)S(=O)(=O)c2cccs2)Oc2ccc(NC(=O)Nc3ccccc3)cc2C1=O | 0.7 | .
Cc1ccc(NC(=O)c2cncc(Br)c2)c([N+](=O)[O-])c1 | 0.2 | -0.2
O=C(Cn1nnc2ccccc21)N/N=C/c1ccco1 | -0.3 | -0.65
c1ccc(N2CCN(Cc3cnc(N4CCOCC4)s3)CC2)cc1 | -0.1 | 2.2
COc1ccc(CNC(=O)C2CCC(CNS(=O)(=O)c3ccc(C)cc3)CC2)cc1 (stereo not given) | -0.5 | -1.19
Cc1ccc(S(=O)(=O)N2CCCCC2)cc1NC(=O)C1CC(=O)N(Cc2ccccc2)C1 (stereo not given) | 0.4 | -0.81
O=C(N/C(=C\c1ccc(O)cc1)C(=O)N1CCCCC1)c1ccccc1 | 1.3 | 1.09
O=C1C2C3CCCC3=C3CCCC3C2C(=O)N1c1ccc(Cl)cc1 (stereo not given) | 0.1 | -0.33
CN1C(=O)C2(OCC(COc3ccc(Cl)cc3)O2)c2ccccc21 (stereo not given) | -0.3 | -0.4
O=C(OCc1ccc(Br)cc1)c1cccnc1Cl | 1.0 | -0.03
O=C(NNC(=O)C12CC3CC(CC(C3)C1)C2)c1cccc(O)c1 | -0.9 | -0.56
O=C(NNC(=O)C1CCN(Cc2ccc(Cl)c(Cl)c2)CC1)c1cccs1 | -0.2 | -0.01
CCCc1cc(=O)n2[nH]c(C)c(-c3ccccc3)c2n1 | -2.0 | 1.61
Cc1ccc(C(O)C(=O)c2ccco2)cc1 (stereo not given) | -1.8 | -0.01
NC(N)=N/N=C/c1ccccc1 | -0.5 | -1.46
O=C(c1ccccc1Oc1nnnn1-c1ccccc1)N1CCOCC1 | -4.5 | 0.41

# (list continues)
# Each structure is followed by: STK33 inh	Kir21 block
- COCCN(C(=O)Cc1cccs1)C(C(=O)NCc1ccc(OC)cc1)c1ccc(C(C)C)cc1 (stereo not given)
  -0.5	0
- CSC1=NCCN1C(=O)Cc1cccs1
  -1.3	-0.82
- COC(=O)c1ccc(NC(=O)c2ccc3c(c2)NC(=O)C2CCCN32)cc1 (stereo not given)
  -0.5	.
- CN(C)S(=O)(=O)c1ccc2nnn(OCC(=O)NC3CCS(=O)(=O)C3)c2c1 (stereo not given)
  0.0	.
- CCNC(=O)CC1C(=O)N(c2ccc(F)cc2)C(=S)N1CCc1ccncc1 (stereo not given)
  -1.5	0.52
- O=C(NC1=NCCS1)c1cc(-c2cccc(Br)c2)nc2ccccc12
  -0.6	1.68
- CC(=O)Nc1c(C(=O)c2ccccc2)oc2ccccc12
  -0.3	0.11
- CC(=O)Nc1ccc(/C=C/c2nc3ccccc3o2)cc1
  -0.7	-0.02
- CCOc1ccc(NC(=O)COC(=O)CNC(=O)c2ccc(-c3ccccc3)cc2)cc1
  -0.8	.
- Cc1cc(C(=O)Cn2c(CO)nc3ccccc32)c(C)n1C
  1.4	0.01
- COc1c(O)c(=O)n2c3ccccc3c3ccnc1c32
  5.7	-0.02
- CN(C)CCCNS(=O)(=O)c1cc(Cl)c(Cl)cc1Cl
  1.7	1.4
- C=C[C@]1(C)C[C@H]1[C@H](NP(=O)(c1ccccc1)c1ccccc1)c1ccccc1
  0.9	.
- CC(C)N1CCN(Cc2ccc(-c3ccccc3)cc2)CC1CCO (stereo not given)
  -0.4	-0.78
- COC(=O)CCC(=O)N1CCOCCOCCOCC1
  -0.1	-2.05
- c1ccc(-c2noc(-c3cccnc3)n2)cc1
  -0.5	-2.06
- O=C(O)c1cc(-c2ccc3c(c2)OCCO3)n[nH]1
  0.7	0.23
- CCOC(=O)c1sc2ncn(C(CC)C(=O)OCC)c(=O)c2c1C (stereo not given)
  -0.4	0.01
- CC(C)COC(=O)C1C(=O)CC(C)(O)C(C(=O)OCC(C)C)C1c1cccnc1 (stereo not given)
  -1.1	0.94
- Cc1ccccc1/C=N\NC(=O)c1ccccc1-n1cccc1
  -0.1	0.16
- C=CCN1C(=O)c2ccc(C(=O)N(CCOC)c3c(N)n(CCCC)c(=O)[nH]c3=O)cc2C1=O
  -1.1	-1.03
- COC(=O)CC1COc2ccccc2N1S(=O)(=O)c1ccc(Br)cc1 (stereo not given)
  0.0	2.25
- O=C(O)CCCN1C(=O)c2ccc(C(=O)c3cccc([N+](=O)[O-])c3)cc2C1=O
  -1.1	-0.24
- CSc1nc(-c2ccco2)nn1C(=O)c1ccccc1Cl
  .	-0.26
- CC(C)c1ccc(NC2CCCN(C(=O)CCCn3cncn3)C2)cc1 (stereo not given)
  -4.8	0.02
- Cc1ccc(OCCN2CCN(C(=O)CCC(=O)Nc3nnc(C(C)C)s3)CC2)cc1
  -1.2	0.21
- Cc1cccc(N(C(=O)CCC(=O)Nc2cc(C)on2)C(C(=O)NC2CCCC2)c2ccncc2)c1 (stereo not given)
  -0.6	-0.99
- O=C(c1nc2ccc(Cl)cn2c1CNCC[C@@H]1C[C@@H]2C=C[C@H]1C2)N1CCCCCCC1
  -0.3	-4.99
- O=C(NCc1ccc2c(c1)OCO2)c1ccc2snnc2c1
  -2.0	-0.56
- COc1ccccc1-n1c(SCC(=O)NC2CCCC2)nc2cccnc21
  -1.5	-0.41
- Cc1ccc(OCC(=O)NCc2ccccn2)c(Br)c1
  -1.8	-0.09
- CCOc1ccc(/C=N/NC(=O)C2(O)c3ccccc3-c3ccccc32)cc1
  -0.6	-0.57
- CCOCCc1c(O)nc(SCC(=O)N2CCOCC2)[nH]c1=O
  2.6	0.37
- CC1Cc2ccccc2N1C(=O)C1CCN(S(=O)(=O)Cc2ccccc2)CC1 (stereo not given)
  0.2	-1.11
- CNc1cc(CS(=O)c2ccccc2)nc(-c2ccccc2)n1 (stereo not given)
  -2.1	2.01
- Cc1ccc(-n2nnc(-c3cccnc3)n2)cc1
  -1.4	-0.06
- CCc1ccc(N2CC(C(=O)Nc3ccc(S(=O)(=O)Nc4nccs4)cc3)CC2=O)cc1 (stereo not given)
  -0.5	-0.99
- CCC(C)C(=O)Nc1cc(C(=O)OC)ccc1C(=O)OC (stereo not given)
  -0.2	-0.01
- O=C(c1ccc2nc3ccccc3c(=O)n2c1)N1CCN(Cc2ccc3c(c2)OCO3)CC1
  -0.7	-0.39
- CC(=O)NCCCC(=O)NC(CCC(=O)OCc1ccccc1)C(=O)OCc1ccccc1 (stereo not given)
  -2.2	0.78

# Some values from the entries so far.
# Under Kir21 block, CCOc1ccc(/C=N/NC(=O)C2(O)c3ccccc3-c3ccccc32)cc1 has -0.57
# Under Kir21 block, Cc1ccc(-n2nnc(-c3cccnc3)n2)cc1 has -0.06
# Under STK33 inh, CCC(C)C(=O)Nc1cc(C(=O)OC)ccc1C(=O)OC (stereo not given) has -0.2
# Under STK33 inh, CCOCCc1c(O)nc(SCC(=O)N2CCOCC2)[nH]c1=O has 2.6

# More structures follow:
# Each structure is followed by: STK33 inh	Kir21 block
- CN(C)CCCNCCCNC(=O)/C(=N\O)c1ccccn1
  0.7	1.3
- COC(=O)c1ccccc1NC(=O)CN1CCN(c2ccccn2)CC1
  0.5	-0.76
- COc1cccc(-c2nnn(CC(C)=O)n2)c1
  -0.8	-0.13
- CS(=O)(=O)N1CCN(c2ccc(NC(=O)c3ccc(Br)o3)cc2)CC1
  -0.1	3.2
